Screening results (PubChem BioAssay)
PGE2_EP2_inh: human EP2 receptor antagonists, primary screen, TR-FRET cAMP, C6 glioma cells | AID 1422, 2008 | 0.52% of 260,000 active | Prostaglandin E2 receptor EP2 subtype (Homo sapiens), P43116 | C6 glioma cells expressing human EP2; cells stimulated with saturating PGE2 | inhibition, % at 25 µM;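 active = percent inhibition above 40 after rounding to a whole number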;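 also: rat C6 glioma host cells with rolipram phosphodiesterase inhibitor present; the protocol text gives 20 µM as final concentration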
The depositor's hits bear a star. Not all compounds are listed. The share of hits here may be higher or lower than overall.

SMILES PGE2_EP2_inh
CC[C@H]1C(=O)OC[C@H]1Cc1cncn1C 11
